Screens: PubChem, National Center for Advancing Translational Sciences (NCATS)
GLP-1R agonist: agonists of human GLP-1 receptor; P43220; HEK293 GLP-1R CRE-luciferase, luminescence, 4-6 h; cells express a hypersensitive GLP-1R form; Potency, µM (top dose mostly 45.6 µM), for inactives: at the top dose activation, actives largely listed as activators; hit rate 0.007% among 380,000; note: potency is the fitted concentration of half-maximal effect; % of control where 0% means no effect
D3 ag: activates the human D3 dopamine receptor | P35462 | D3R DiscoveRx beta-arrestin cells, luminescence, 90 min | max activation, % | hit rate 0.58% among 410,000 | AID 652048; in the data active = max activation above about 30%; note: 0% is about no effect; mostly tested at two doses, the higher about 12 µM
Target sequence (P35462 whole entry, looked up): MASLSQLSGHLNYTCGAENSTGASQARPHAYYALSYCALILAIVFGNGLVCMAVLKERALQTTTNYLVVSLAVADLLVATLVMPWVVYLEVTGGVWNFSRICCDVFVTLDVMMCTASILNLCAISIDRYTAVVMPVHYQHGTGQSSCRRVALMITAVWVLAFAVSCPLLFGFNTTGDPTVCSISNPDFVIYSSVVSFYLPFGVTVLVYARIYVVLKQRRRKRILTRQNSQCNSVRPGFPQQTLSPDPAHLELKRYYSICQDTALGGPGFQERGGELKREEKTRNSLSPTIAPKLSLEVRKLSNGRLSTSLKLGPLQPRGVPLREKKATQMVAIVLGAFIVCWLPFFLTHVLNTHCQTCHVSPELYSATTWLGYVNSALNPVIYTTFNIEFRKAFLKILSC
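Cells at 1500/well, incubated overnight, then treated with pinned compounds (dopamine as control) for 90 min at 37 degrees C. DiscoveRx reagent added for 30 - 60 minutes at room temperature; luminescence read.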
D3 antag: antagonists of human D3 dopamine receptor; D3R cells, DiscoveRx beta-arrestin luminescence, antagonist mode; hits give low values; max response, negative = inhibition, %; hit rate 2.5% among 360,000; AID 652054; in the data active = max response below about -50%; inconclusive = no clear call, values can overlap the other calls; note: % is set by controls: 0 for no effect and ±100 for the full control effect; mostly tested at two doses, the higher about 12 µM
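Cells plated overnight at 1500 cells/well, then exposed to library compounds with dopamine controls for 90 minutes at 37 degrees C. DiscoveRx reagent added for 30–60 minutes at room temperature; luminescence read, quantitative HTS format.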
WRN helicase inh: inhibitors of human WRN helicase; Q14191; hit rate 0.46% among 360,000; Potency, µM (highest dose often 114 µM), for the others: top-dose activity change, negative = inhibition, usual class: inhibitors; WRN helicase unwinding, fluorescent forked duplex, kinetic; note: potency is the fitted concentration of half-maximal effect; % is set by controls: 0 for no effect and ±100 for the full control effect; nearly all actives have a fitted effect of over 55% in size
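WRN at 20 nM final preincubated with compound 15 min at room temperature; reaction started with 100 nM fluorophore/quencher forked duplex oligonucleotide and 2 mM ATP final. Unwinding followed kinetically by red fluorescence (ex 525, em 598 nm).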
IL-2 act: IL-2 activation. IL-2 activation reporter assay, cell-based qHTS; stimulated with anti-CD3/CD4/CD28 beads; in transgenic mouse T cells. hit rate 0.065% among 360,000. activation, % (series mostly up to about 46 µM); in the data active = activation above about 50%; inconclusive = mostly about 30% to 49%; note: 0% is about no effect
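Screening format: compound pinned onto unstimulated transgenic mouse T cells, 60 min incubation, then anti-CD3/anti-CD4/anti-CD28 bead stimulation for 18 hours at 37 degrees C, followed by EGFP and DsRed detection.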
HEK293 tox: cytotoxicity counter-screen for GLP-1 receptor inverse agonists; AID 624418; Potency, µM (titrated, usually from 38.3 µM), for the others: top-dose activity change, negative = inhibition, actives largely listed as inhibitors; hit rate 0.13% among 410,000; HEK293 cAMP-luciferase reporter cells, luminescence, 24 h;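 note: loss of luciferase light is scored as toxicity; potency is the fitted concentration of half-maximal effect; % is set by controls: 0 for no effect and ±100 for the full control effect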
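MLSMR compounds, 24 hr on cells at 37 deg C/5% CO2; luminescence after luciferase reagent (12 min RT). Inhibition counted as the undesired cytotoxic outcome.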
GLP-1R inv ag: acts as inverse agonist at human GLP-1 receptor; P43220; HEK293 GLP-1R CRE-luciferase, luminescence, 24 h; GLP-1R form is constitutively active; Potency, µM (highest dose often 38.3 µM), for inactives: at the highest dose activity change, negative = inhibition, hits mostly inhibitors; hit rate 1.6% among 410,000; note: potency is the fitted concentration of half-maximal effect; % is set by controls: 0 for no effect and ±100 for the full control effect; nearly all actives have a fitted effect of over 55% in size
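Inverse agonism was detected as reduced cAMP-driven luciferase luminescence after 24 h compound treatment. The cells were HEK293 clones expressing constitutively active human GLP-1R with the reporter. Reporter-only and GPR119 cell lines served as counterscreen controls.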
PI5P4Ka inh: blocks human PI5P4K alpha kinase activity. P48426. PI5P4Kalpha enzyme, ADP-Glo luminescence, 60 min; hits give low values. max response, %. hit rate 1.2% among 330,000; active = max response of -50% or lower; inconclusive = between -30% and -50%; inactive = -30% or higher; note: value at the top dose of about 77 µM; % is set by controls: 0 for no effect and ±100 for the full control effect
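Quantitative HTS of the MLSMR library against PI5P4Kalpha with substrate. ATP added last at 5 microM final; room temperature, 60 minutes. Remaining ATP depleted, ADP converted and read as luminescence.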
PLK1 PBD block: inhibitors of human PLK1 polo-box domain binding. hit rate 2.8% among 360,000. Potency, µM, for inactives: max response, negative = inhibition, actives largely listed as inhibitors. Plk1 PBD binding of FITC phosphopeptide, fluorescence polarization. AID 720504; note: potency is the fitted concentration of half-maximal effect; series mostly up to about 57 µM; % is set by controls: 0 for no effect and ±100 for the full control effect; nearly all actives have a fitted effect of over 65% in size
Target sequence (P53350 whole entry, looked up, the tested form may be a part): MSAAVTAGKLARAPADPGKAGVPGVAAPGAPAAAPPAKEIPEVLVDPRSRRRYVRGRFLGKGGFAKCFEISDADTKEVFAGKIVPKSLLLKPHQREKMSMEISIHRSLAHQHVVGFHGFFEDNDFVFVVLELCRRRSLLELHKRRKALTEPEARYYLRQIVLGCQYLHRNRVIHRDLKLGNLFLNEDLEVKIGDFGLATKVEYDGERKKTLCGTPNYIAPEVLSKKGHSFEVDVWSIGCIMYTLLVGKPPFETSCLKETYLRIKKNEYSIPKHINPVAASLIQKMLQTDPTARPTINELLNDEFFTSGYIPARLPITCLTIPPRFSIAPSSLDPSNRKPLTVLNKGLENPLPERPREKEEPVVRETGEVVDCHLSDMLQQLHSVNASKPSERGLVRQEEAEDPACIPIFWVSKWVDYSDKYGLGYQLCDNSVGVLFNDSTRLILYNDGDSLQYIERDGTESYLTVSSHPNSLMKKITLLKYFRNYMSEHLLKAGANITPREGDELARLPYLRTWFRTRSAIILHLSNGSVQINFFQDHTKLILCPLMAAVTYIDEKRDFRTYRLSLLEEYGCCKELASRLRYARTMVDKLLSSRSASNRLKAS
Numbers without * were called inactive; ? = inconclusive; / = no result given; [ ] = dose if it differs, or a comment. Unless noted, calls come from the whole dose curve; as a rule, active = well fitted curve in the direction sought with a large enough effect; inconclusive = small, poorly fitted or top-dose-only effect, or another doubt; inactive = no such curve, though single readings can be large; an effect the other way counts as inactive or inconclusive.

SMILES	GLP-1R agonist	D3 ag	D3 antag	WRN helicase inh	IL-2 act	HEK293 tox	GLP-1R inv ag	PI5P4Ka inh	PLK1 PBD block
CCCS(=O)(=O)NC(=O)C1(C)CCCN(C(=O)COCc2ccccc2)C1 (stereo unspecified)	-2%	5	?	3%	0.0	1%	-4%	-5	0%
Cc1ccc(CNC(=O)CSc2nc3ccsc3c(=O)n2Cc2ccccn2)cc1	1%	10	2	-14%	0.0	1%	-23%	-8	5%
O=C(NCCCN1CCOCC1)c1ccc(CNS(=O)(=O)c2ccc(F)cc2)cc1	-2%	-4	-11	-3%	3.3	-1%	3%	/	1%
COc1ccccc1CN1C[C@@H]2C[C@@H](c3cccc(C)c3)N3CCC[C@@]23C1=O	19%	3	-1	3%	5.7	6%	?	1	-2%
O=C(OCc1ccccc1)N1CCC2CC1c1ccc(/C=C/CCCCl)cc12 (stereo unspecified)	4%	-7	-22	-9%	1.1	13%	?	7	-13%
COCCn1c(SCC(=O)Nc2ccc3c(c2)OCCO3)nnc1-c1ccncc1	8%	5	-5	-12%	-1.8	-4%	11%	2	3%
CCOCCCn1c(=S)[nH]c2cc(C(=O)NCCc3ccccc3)ccc2c1=O	6%	2	0	-4%	-1.6	-10%	17%	-5	-12%
CCCN(CCC)CCNC(=O)c1cc2c(=O)n(C)c3ccccc3c2n1C	-2%	-12	?	-5%	-3.1	-23%	-23%	6	19µM*
O=C(O)Cc1csc(NC(=O)CSc2nnnn2-c2ccc(O)cc2)n1	-1%	-17	107	-2%	0.6	6%	16%	-10	-7%
CCc1ccccc1NC(=O)c1cc(S(=O)(=O)N(C)C)ccc1N1CCCC1	-5%	0	10	-10%	-3.7	-4%	-6%	-1	0%
O=C(NNC(=O)c1cccc([N+](=O)[O-])c1)c1ccncc1	1%	2	-4	-9%	1.2	-4%	6%	-1	-4%
Cc1sc2ncnc(SCC(=O)NC(C)C(C)C)c2c1C (stereo unspecified)	4%	1	5	5%	-2.6	4%	-5%	4	1%
COc1ccccc1N1CCN(C2CCCN(C(=O)c3oc(C)cc3C)C2)CC1 (stereo unspecified)	7%	-14	?	-26%	-0.5	-3%	?	2	-15%
CCOc1ccc(NC(=O)CSc2nnc(C)n2CCCOC)cc1	2%	-12	-19	6%	-0.4	3%	5%	/	-3%
c1ccc(Cn2c[n+](Cc3ccccc3)c3ccccc32)cc1	0%	-3	8	0%	-0.2	-14%	?	-1	4%
CC(=O)O/N=C(\N)c1cnn2c(C(F)(F)F)cc(C(F)(F)F)nc12	-1%	6	-5	2%	0.5	0%	-18%	-7	-4%
CC1Cc2ccccc2N1C(=O)CN(C)CC(=O)Nc1ccc(OC(F)(F)F)cc1 (stereo unspecified)	-4%	-9	10	-15%	-0.4	-4%	?	23	3%
O=C(NC(=S)Nc1ccc2cn[nH]c2c1)c1ccccc1	5%	1	-6	7%	0.1	6%	7%	1	-9%
CCOc1ccc(CCNC(=O)c2cc(C)nn2-c2ccccc2)cc1	13%	1	14	-7%	-0.6	-3%	-24%	0	1%
CCOc1ccc(C(=O)CCN2CCOCC2)cc1	-1%	-2	-29	-8%	-1.0	-27%	0%	-6	?
CCc1ccc(/C=C2/SC(N3CCOCC3)=NC2=O)cc1	6%	10	4	-8%	1.6	-11%	16%	-8	?
Cc1cc(OCC(=O)NCc2ccccn2)cc(C)c1Br	0%	2	0	3%	0.2	-11%	-29%	2	-2%
Cc1cc(C)c(S(=O)(=O)Nc2ncn[nH]2)cc1C	-2%	-5	0	-3%	-0.9	18%	-1%	-11	-11%
O=C(COc1ccc(Br)cc1)NCC1COc2ccccc2O1 (stereo unspecified)	6%	-1	0	-1%	0.7	-8%	?	9	1%
O=C(Nc1ccccc1)N1CCCN(c2nccc(C(F)(F)F)n2)CC1	9%	9	3	6%	-0.2	-4%	?	-5	-4%
More entries:
SMILES	GLP-1R agonist	D3 ag	D3 antag	WRN helicase inh	IL-2 act	HEK293 tox	GLP-1R inv ag	PI5P4Ka inh	PLK1 PBD block
O=C(COc1ccccc1O)Nc1ccccc1Cl	1%	-1	-8	-4%	-0.8	3%	-1%	0	-11%
Cn1c(=O)c2c(nc(Oc3cccc(Br)c3)n2C)n(C)c1=O	6%	-2	6	3%	0.7	6%	13%	-7	-1%
CC(NC(=O)COC(=O)c1ccco1)c1ccccc1 (stereo unspecified)	3%	-4	-19	7%	1.4	17%	-17%	2	-6%
Cn1c(=O)n(CC(=O)O)c(=O)c2c1nc1n2CCCN1CCc1ccccc1	-2%	6	5	-9%	1.8	2%	14%	-2	-11%
Cc1cc(NC(=O)c2ccc(N3C(=O)C4C5C=CC(C5)C4C3=O)cc2)no1 (stereo unspecified)	8%	-9	-15	8%	2.1	-5%	-17%	2	-8%
CCOC(=O)C1CCCN(c2c(C(=O)c3ccccc3)cnc3ccccc23)C1 (stereo unspecified)	12%	-4	-13	-21%	-5.9	5%	0%	3	-18%
COc1ccccc1N1CCN(S(=O)(=O)CCNC(=O)C2CCCCC2)CC1	-4%	-16	-1	-23%	-6.1	-5%	-18%	9	-7%
Cc1noc(C)c1CSc1nnc2ccccn12	-2%	10	22	12%	0.5	-12%	4%	/	-11%
CCCN1CCc2c(sc(NC(=O)C3CCN(S(=O)(=O)c4cccs4)CC3)c2C(N)=O)C1	3%	-2	-9	-19%	-0.4	228%[activator]	?	1	10%
O=C(Nc1cccc2ccccc12)c1cnsn1	-1%	-4	-2	3%	0.9	11%	8%	0	-14%
C[C@@H]1CN([C@H](C)CO)C(=O)c2c(c3ccccc3n2C)-c2ccccc2CO[C@@H]1CN(C)C(=O)Nc1ccccc1C(F)(F)F	-7%	0	-5	3%	-1.2	2%	17%	6	5%
Cc1cc(=O)oc(C)c1C(=O)OCC(=O)c1ccc(Br)cc1	6%	-2	-4	-14%	-0.2	9%	?	11	-10%
CCC(c1nnnn1C(C)(C)C)N(Cc1cccs1)Cc1cc2cc(C)c(C)cc2n2nnnc12 (stereo unspecified)	7%	-5	-1	-32%	-5.9	6%	-4%	-6	-11%
CCN(CC)S(=O)(=O)c1ccc(NC(=O)Cc2cccs2)cc1	5%	-5	-6	3%[11.6 µM]	-0.3	-10%	?	?	27µM*
CC(=O)Nc1ccc(SC[C@H](CC(C)C)N2CCN(CCc3ccccc3)CCC2=O)cc1	1%	-42	6	-1%	-0.6	-22%	-22%	0	19µM*
COc1ccc(OC)c(C2C(C(=O)c3ccco3)=C(O)C(=O)N2CC2CCCO2)c1 (stereo unspecified)	-1%	1	-22	-6%	1.6	-58%	16%	7	-6%
COc1ccccc1N(C)S(=O)(=O)c1ccc(Cl)c(C(=O)NCC2(N(C)C)CCCCC2)c1	9%	-2	-21	5%	-0.4	-6%	?	-10	-10%
Cc1ccccc1-n1c(C)nnc1SCC(=O)NNC(=O)c1ccccc1	-6%	-1	-19	-2%	-1.3	-2%	5%	5	-7%
COc1ccc(CCNC(=O)COC(=O)C2CC2C)cc1 (stereo unspecified)	-1%	-1	-6	6%	-0.8	-4%	11%	0	4%
O=S1(=O)CCOC[C@H](CC2CCCCC2)N1Cc1ccccc1Br	0%	6	60	-4%	-4.3	9%	?	20	6%
CC1=C(C(=O)Nc2ccccc2C)C(c2ccncc2)n2nc(SCc3ccccc3Cl)nc2N1 (stereo unspecified)	1%	0	/	/	/	0%	5%	/	/
COc1cc2c(cc1O)[C@@H]1Cc3cc(OC)c(OC)cc3C(C2)N1C	-2%	-5	-5	10%	0.7	-2%	11%	-5	1%
O=C(NCC(=O)N1CCN(S(=O)(=O)c2ccc3c(c2)OCCO3)CC1)c1ccccc1F	12%	-8	-17	9%	0.0	12%	14%	6	-2%
CC(=O)C1C(c2ccc(F)cc2)c2c(noc2C)CC1(C)O (stereo unspecified)	4%	4	9	8%	7.8	6%	12%	4	-8%

Grouped by structure, the compounds so far containing an aryl methoxy group.
SMILES	GLP-1R agonist	D3 ag	D3 antag	WRN helicase inh	IL-2 act	HEK293 tox	GLP-1R inv ag	PI5P4Ka inh	PLK1 PBD block
COc1ccccc1CN1C[C@@H]2C[C@@H](c3cccc(C)c3)N3CCC[C@@]23C1=O	19%	3	-1	3%	5.7	6%	?	1	-2%
COc1ccccc1N1CCN(C2CCCN(C(=O)c3oc(C)cc3C)C2)CC1 (stereo unspecified)	7%	-14	?	-26%	-0.5	-3%	?	2	-15%
COc1ccccc1N1CCN(S(=O)(=O)CCNC(=O)C2CCCCC2)CC1	-4%	-16	-1	-23%	-6.1	-5%	-18%	9	-7%
COc1ccc(OC)c(C2C(C(=O)c3ccco3)=C(O)C(=O)N2CC2CCCO2)c1 (stereo unspecified)	-1%	1	-22	-6%	1.6	-58%	16%	7	-6%
COc1ccccc1N(C)S(=O)(=O)c1ccc(Cl)c(C(=O)NCC2(N(C)C)CCCCC2)c1	9%	-2	-21	5%	-0.4	-6%	?	-10	-10%
COc1ccc(CCNC(=O)COC(=O)C2CC2C)cc1 (stereo unspecified)	-1%	-1	-6	6%	-0.8	-4%	11%	0	4%
COc1cc2c(cc1O)[C@@H]1Cc3cc(OC)c(OC)cc3C(C2)N1C	-2%	-5	-5	10%	0.7	-2%	11%	-5	1%

Profiles, looked up by structure:
Entry for CCN(CC)S(=O)(=O)c1ccc(NC(=O)Cc2cccs2)cc1 = GLP-1R agonist = 5%; D3 ag = -5; D3 antag = -6; WRN helicase inh = 3%[11.6 µM]; IL-2 act = -0.3; HEK293 tox = -10%; GLP-1R inv ag = ?; PI5P4Ka inh = ?; PLK1 PBD block = 27µM*
Entry for O=S1(=O)CCOC[C@H](CC2CCCCC2)N1Cc1ccccc1Br = GLP-1R agonist = 0%; D3 ag = 6; D3 antag = 60; WRN helicase inh = -4%; IL-2 act = -4.3; HEK293 tox = 9%; GLP-1R inv ag = ?; PI5P4Ka inh = 20; PLK1 PBD block = 6%
